GRP78 ERSR act – inducers of ER stress response in human glioma cells | Potency, µM, without a hit: at the highest dose activation, most hits filed as activators | U87-MG GRP78 promoter luciferase reporter, 16 h | 420,000 tested, 0.02% active; note: potency is the fitted concentration of half-maximal effect; series mostly up to about 76 µM; % of control where 0% means no effect; nearly all actives have a fitted effect of over 35% in size
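Stably transfected U87-MG glioma cells carrying a GRP78-based luciferase sensor; 16 h compound incubation. Luminescence end-point read 10 min after Bright-Glo addition at room temperature.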
Vif-APOBEC3G blk – inhibitors of Vif-APOBEC3G interaction. HeLa A3G-eYFP + Vif (tagged APOBEC3G with the HIV-1 protein that degrades it), YFP fluorescence, overnight. 410,000 tested, 0.076% active. Q9HC16. Potency, µM (doses to about 46.1 µM), without a hit: top-dose activity, negative = active, actives largely listed as inhibitors. AID 602310;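 note: potency is the fitted concentration of half-maximal effect; % is set by controls: 0 for no effect and ±100 for the full control effect; nearly all actives have a fitted effect of over 60% in size; hits raise eYFP signal because A3G escapes Vif-driven loss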
Target sequence (Q9HC16 whole entry, looked up): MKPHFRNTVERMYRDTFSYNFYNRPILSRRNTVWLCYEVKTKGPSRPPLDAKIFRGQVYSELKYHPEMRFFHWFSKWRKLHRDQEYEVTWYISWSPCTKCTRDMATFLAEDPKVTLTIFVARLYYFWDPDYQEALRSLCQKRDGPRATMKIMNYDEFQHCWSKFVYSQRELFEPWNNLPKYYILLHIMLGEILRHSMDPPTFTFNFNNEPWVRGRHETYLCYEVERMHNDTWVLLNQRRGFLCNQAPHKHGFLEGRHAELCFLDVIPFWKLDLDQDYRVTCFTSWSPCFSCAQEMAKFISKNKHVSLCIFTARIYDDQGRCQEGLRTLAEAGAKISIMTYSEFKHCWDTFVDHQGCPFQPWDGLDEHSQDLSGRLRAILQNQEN
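HeLa cells stably expressing Vif and C-terminally eYFP-tagged A3G, seeded overnight at 37 deg C, then exposed to compound by pintool overnight at 37 deg C. Rise in yellow fluorescence (Ex 488/Em 500-530, Acumen) marks blocked Vif-driven A3G degradation.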
D1 antagonist – blocks dopamine activation of the human D1 receptor; P21728; HEK293 TREx D1 cells, calcium flux, dopamine EC80; hits give low values; activity change, negative = inhibition, % at 10 µM; 360,000 tested, 3.2% active; in the data active = activity change below about -30%; note: % is set by controls: 0 for no effect and ±100 for the full control effect
Target sequence (P21728 whole entry, looked up): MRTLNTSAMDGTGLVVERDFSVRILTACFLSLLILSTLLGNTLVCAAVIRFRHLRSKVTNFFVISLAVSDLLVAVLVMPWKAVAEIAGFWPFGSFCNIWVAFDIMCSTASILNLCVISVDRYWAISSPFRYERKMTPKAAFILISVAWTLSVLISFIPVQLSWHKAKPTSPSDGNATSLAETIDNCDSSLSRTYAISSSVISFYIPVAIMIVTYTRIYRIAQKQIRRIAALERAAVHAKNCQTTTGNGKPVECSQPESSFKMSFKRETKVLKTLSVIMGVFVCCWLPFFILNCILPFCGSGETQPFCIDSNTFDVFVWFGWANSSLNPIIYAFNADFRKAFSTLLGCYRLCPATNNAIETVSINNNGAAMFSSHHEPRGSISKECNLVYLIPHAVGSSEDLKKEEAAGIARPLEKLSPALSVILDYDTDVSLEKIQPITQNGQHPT
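Antagonism measured as reduced calcium response to an EC80 dopamine addition following 180 s compound pre-read; cells were inducible HEK293 Trex D1 plated overnight at 30 C, read kinetically at 1 cycle/sec.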
Vif-A3F inh – inhibitors of Vif-A3F interaction. HeLa A3F-eYFP + Vif (tagged APOBEC3F with the HIV-1 protein that degrades it), YFP fluorescence increase. Potency, µM (highest dose often 46.1 µM), without a hit: top-dose activity, negative = active. 390,000 tested, 0.2% active. AID 602313; note: potency is the fitted concentration of half-maximal effect; % of control where 0% means no effect; nearly all actives have a fitted effect of over 65% in size
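HeLa cells stably expressing A3F-eYFP plus Vif, plated and incubated overnight at 37 deg C, then exposed to compounds overnight at 37 deg C. Blocked degradation read as raised yellow fluorescence (Ex 488/Em 500-530).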
RXFP1 agonist – RXFP1 (human) receptor agonism; HEK293T-RXFP1 cAMP TR-FRET, 30 min; response scale: percent of porcine relaxin response, buffer zero; Potency, µM (top dose mostly 57.5 µM), inactives show top-dose activation, usual class: activators; 370,000 tested, 0.3% active; AID 2676; note: potency is the fitted concentration of half-maximal effect; % is set by controls: 0 for no effect and ±100 for the full control effect; nearly all actives have a fitted effect of over 60% in size; many of its hits are not listed in these tables
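cAMP rise read by TR-FRET after 30 min, 37C compound exposure (up to 58 uM) in RXFP1-transfected HEK293 cells with Ro 20174 present. EC50 from Hill-equation fits, with 29 nM porcine relaxin as 100% and buffer as basal.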
D2 PAM – positively modulates the human D2 dopamine receptor allosterically. P14416. HEK293 T-REx D2, calcium flux, EC20 dopamine potentiation. potentiation, % at 10 µM. 340,000 tested, 0.34% active. AID 485347;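 active = potentiation over 3 SD above the plate norm, cut at about 30% in these data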; note: 0% is about no effect
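Tetracycline-induced Hek293 Trex D2 cells, force-coupled to calcium, loaded with no-wash calcium dye. Compound added with 180 s kinetic read for agonism, then EC20 dopamine and a further 180 s read for potentiation.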
D1 potentiator – enhances dopamine response at the human D1 receptor | P21728 | HEK293 TREx D1 cells, calcium flux, dopamine EC20 potentiation | potentiation, % at 10 µM | 360,000 tested, 0.036% active | AID 504651; in the data active = potentiation above about 30%; note: 0% is about no effect
LDHA inh – LDHA (human) enzyme inhibition | P00338 | purified LDHA, NADH/diaphorase-resazurin fluorescence; hits give low values | activity change, % (values are at about 110 or 230 µM) | 480,000 tested, 0.15% active; in the data active = activity change below about -30%; inconclusive = mostly about -25% to -30%;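 note: plate controls were DMSO wells for no effect and wells without enzyme for full effect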
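Human LDH5 at 2 nM final in Tris HCl pH 7.4 with 0.06 mM NADH and 0.2 mM pyruvate, reacted 5 minutes at room temperature. Remaining NADH coupled via diaphorase/resazurin; resorufin fluorescence read at 0 and 20 minutes, normalized to enzyme-free and DMSO wells.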
D1 agonist – agonists of human D1 dopamine receptor. P21728. HEK293 T-REx D1 cells, calcium flux, agonist mode. activation, % at 2 µM. 360,000 tested, 1% active. AID 504660; in the data active = activation above about 30%; note: 0% is about no effect
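Inducible HEK293 T-REx D1 cells, force-coupled to calcium signalling, were plated at 4000 cells/well with tetracycline and held overnight at 30 C. After no-wash calcium dye loading, compound-evoked calcium rise over 180 s flagged agonists.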
* = called active by the depositor; ? = inconclusive; / = no result given; & = joins results of further samples. Unless noted, calls come from the whole dose curve; as a rule, active = well fitted curve in the direction sought with a large enough effect; inconclusive = small, poorly fitted or top-dose-only effect, or another doubt; inactive = no such curve, though single readings can be large; an effect the other way counts as inactive or inconclusive. Not all compounds are listed; count on the stated rates, not on these rows.

SMILES	GRP78 ERSR act	Vif-APOBEC3G blk	D1 antagonist	Vif-A3F inh	RXFP1 agonist	D2 PAM	D1 potentiator	LDHA inh	D1 agonist
COc1ccc([C@H]2C[C@@H](O)[C@H](n3cc(COC(=O)c4ccccc4)nn3)CN2C(=O)C2CCCCC2)cc1	-1%	-4%	/	-2%	/	/	/	-16	/
COc1ccc(C(CC(=O)c2ccc(O)cc2)S(=O)(=O)c2ccc(C)cc2)cc1 (stereo not given)	7%	-15%	-15	0%	5.2%	-2	-4	-10	3
CC(=O)Nc1ccc2c(COC(=O)[C@@H](NS(=O)(=O)c3ccc(C)cc3)C(C)C)cc(=O)oc2c1	3%	-4%	/	6%	/	/	/	-5	/
COc1ccc(N2CCN(C(=O)CN(c3cccc(OC)c3)S(=O)(=O)c3ccccc3)CC2)cc1	0%	1%	19	3%	1.5%	4	13	0	3
CNc1ccc(Oc2c(F)c(F)nc(F)c2F)cc1	-4%	1%	-7	-11%	2.2%	4	-5	2	2
O=C(Cn1cnc2c(cnn2-c2ccc(Cl)cc2)c1=O)NCCc1ccccc1	-1%	5%	11	2%	10%	12	-2	-5	3
Cn1nc(C(=O)NCc2ccccc2)c2c1-c1ccccc1S(=O)(=O)C2	-4%&-2%	-10%&-3%	-2&-2	-2%&-7%	1.3%&-1.2%	-18&6	-4&-4	-2&0	2&9
COc1cc(NC(=O)c2oc3ccccc3c2C)ccc1NC(=O)c1ccco1	-4%	-17%	7	-3%	-0.1%	3	/	0	5
Cc1cccc(Cn2c(N3CCc4ccccc4C3)nc3c2c(=O)[nH]c(=O)n3C)c1	-1%	-3%	14	/	3.1%	-4	-9	-3&-2	-2
Cc1cc(C)nc(Nc2nc3ccccc3[nH]2)n1	1%	0%	3	/	-1.5%	/	0	-1	-2
CCOc1ccc(S(=O)(=O)NCCC(=O)NCc2ccccn2)cc1	-2%	3%	-9	3%	0.5%	/	-5	-7	1
COc1ccc(/C=C/C(=O)OCC(=O)NC2CCCCCC2)cc1	-6%	1%	/	0%	/	/	/	-6	/

Molecules above that have a halogen (two):
SMILES	GRP78 ERSR act	Vif-APOBEC3G blk	D1 antagonist	Vif-A3F inh	RXFP1 agonist	D2 PAM	D1 potentiator	LDHA inh	D1 agonist
CNc1ccc(Oc2c(F)c(F)nc(F)c2F)cc1	-4%	1%	-7	-11%	2.2%	4	-5	2	2
O=C(Cn1cnc2c(cnn2-c2ccc(Cl)cc2)c1=O)NCCc1ccccc1	-1%	5%	11	2%	10%	12	-2	-5	3

Next part:
SMILES	GRP78 ERSR act	Vif-APOBEC3G blk	D1 antagonist	Vif-A3F inh	RXFP1 agonist	D2 PAM	D1 potentiator	LDHA inh	D1 agonist
CC(C)(C)OC(=O)C[C@@H]1C/C=C\C[C@H](CC(=O)N(CCO)Cc2ccccc2)C(=O)N2CCC[C@H]2COC1=O	-3%	3%	/	-1%	/	/	/	-3	/
COc1cccc(CN2CC(C(=O)NCC3CCOCC3)CCC2=O)c1 (stereo not given)	-2%	4%	18	5%	1.1%	-5	3	-5	3
COc1ccc(-n2ncc(C(=O)NCCc3ccsc3)c2C2CCN(C(=O)OC(C)(C)C)CC2)cc1	-1%	4%	-10	0%	-1.9%	-7	-9	4	8
Cc1nc(CSc2n[nH]c(=O)n2-c2cccc(F)c2)cs1	-1%	0%	-3	9%	-1.1%	-5	0	-3	1
N#Cc1c(NC(=O)CSc2nc3ccccc3s2)sc2c1CCCC2	1%	5%	7	2%	3.0%	9	-4	-6	6
Cc1ccc(S(=O)(=O)N2[C@@H](c3ccc(Br)cc3)C(C(=O)O)=CC[C@H]2c2ccc(Cl)c(Cl)c2)cc1	-2%	-3%	/	1%	/	/	/	1	/
CCOC(=O)C1=C(O)/C(=C/c2ccc(OCC(=O)O)c(OC)c2)SC1=Nc1ccc(OCC)cc1	-4%	-5%	4	4%	13%	2	-1	0	3
COC(=O)c1c(C)[nH]c(O)c1C=Nc1ccc(C#N)cc1	1%	1%	-6	1%	2.2%	1	5	5	5
Cc1cc(S(=O)(=O)Nc2cccc(Cl)c2)c(C)s1	1%	0%	3	2%	1.3%	-4	-2	-5	4
COCCNC(=O)c1ccc(CS(=O)(=O)c2c(Cl)cccc2Cl)o1	0%	0%	-8	-3%	-0.2%	1	2	-9	0
Cc1cc2c3c(c1)C1(SCC(=O)N1c1ccc(F)cc1)C(=O)N3C(C)(C)CC2C (stereo not given)	-1%	3%	12	-2%	1.6%	3	2	2	26
C=CCn1c(SCC(=O)NC2CCCc3ccccc32)nnc1-c1ccncc1 (stereo not given)	0%	-4%	10	1%	-2.1%	23	1	-3	0
CC1CCCC(C)N1CCCNC(=O)c1cc2c(=O)n(C)c3ccccc3c2n1C (stereo not given)	6%	6%	-8	3%	-0.2%	-6	5	0	0
CCC(=O)N1CCN(c2nc(-c3ccc(Cl)cc3)cs2)CC1	3%	2%	-7	1%	-0.4%	-5	-4	2	2
COc1ccc(N2CCN(C3CCCN(C(=O)CN4CCCC4=O)C3)CC2)cc1 (stereo not given)	-7%	-4%	4	8%	-4.7%	8	-2	1	1
NC(=S)NNC(=O)C12CC3CC(CC(C3)C1)C2	-3%	4%	-24	1%	4.9%	-13	8	-4	185*
Cc1cccc(-c2nc(CS(=O)CC(=O)NCC3CCCO3)c(C)o2)c1 (stereo not given)	-1%	1%	22	3%	4.8%	6	0	1	1
OC(COCc1ccccc1)CN1CCN(c2ccccc2)CC1 (stereo not given)	-5%	2%	1	/	-0.2%	-32	-2	-3	1
CC(C)CCNC(=O)CCS(=O)(=O)c1cccc2nonc12	-3%	-5%	0	/	1.0%	5	0	3	6
CCOc1cccc(CN2CCCC(C(=O)c3cc(Cl)ccc3OC)C2)c1O (stereo not given)	-1%	-6%	-2	0%	0.4%	-20	3	1	2
COc1ccccc1N1CCN(C(=O)NCc2ccc(Cl)cc2)CC1	0%	-4%	-10	?	0.2%	/	-12	-2	6
COc1ccc(CCNC(=O)CC2COc3ccccc3O2)cc1OC (stereo not given)	0%	1%	-5	2%	0.4%	5	-2	-3	1
CCC(=O)Nc1ccc(NC(=O)CSc2nnnn2CC)cc1C	-2%	3%	11	-7%	1.2%	-7	-1	2	3
CC1(C(=O)N(CC(=O)NC2CCCC2)Cc2ccccc2)CC(=O)N=C2C=CC=CN21 (stereo not given)	-1%	-7%	-8	-4%	8.3%	-11	-8	-1	6
CCN(CC)S(=O)(=O)c1cccc(S(=O)(=O)N2CCCCC2)c1	-6%	-1%	-33*	1%	9.2%	-21	-6	-5	3
CC(=O)Oc1ccc(/C=N/NS(=O)(=O)c2ccccc2)cc1	-4%	-2%	1	1%	1.2%	-8	4	0	3
CCN(CC)S(=O)(=O)c1ccc2oc(C(=O)NC3CC3)c(C)c2c1	-4%	1%	7	11%	0.4%	/	2	-2	-1
O=C1CN(C(=O)c2cc3ccccc3oc2=O)C(c2ccc(F)cc2)c2cc(F)ccc2N1 (stereo not given)	-3%	-5%	2	-2%	0.5%	8	4	-2	-2
COCCn1c(-c2ccc(Cl)cc2Cl)nc2c(c(=O)c3ccccc3n2C)c1=O	0%	-2%	4	-1%	3.1%	9	-8	-3	1
CC(=O)N1CCc2cc(S(=O)(=O)NC(Cc3ccccc3)C(=O)Nc3cc(C)cc(C)c3)ccc21 (stereo not given)	-2%	-12%	20	-6%	1.8%	-4	-1	2	3
COc1ccc(CC(=O)Nc2ccc(N3CCCCC3)cc2)cc1	5%	0%	5	-9%	-2.7%	7	-4	-1	6
NS(=O)(=O)c1ccc(N/N=C/c2ccccc2Br)cc1	2%	-5%	-14	6%	-0.5%	-5	-6	-9	0
O=C(CC1C(=O)NCCN1Cc1ccc(-c2ccccc2)cc1)NCCCn1cccn1 (stereo not given)	-4%	-6%	2	5%	4.5%	/	-4	-2	2
CCCOc1cccc(/C=N/NC(=O)c2csc(C)c2C)c1	1%	-4%	12	-5%	-1.8%	6	6	-1	1
C/C(=N\O)c1ccc(Cl)c(Cl)c1	-1%	-3%	-49*	-10%	2.5%	-2	-8	-3	1
O=C(COC(=O)c1ccc(F)c(S(=O)(=O)N2CCOCC2)c1)Nc1ccc2[nH]c(=O)[nH]c2c1	-3%	2%	-13	3%	-1.1%	-7	0	-2	5
CCCNC(=S)N(Cc1cc2cc(C)ccc2n2nnnc12)CC(C)(C)CN(C)C	-4%	1%	-15	3%	16%	-9	-4	-7	6
C[N+](C)(CCOc1ccccc1)Cc1ccccc1	4%	-1%	/	2%	/	/	/	5	/
O=C1C2CCCCN2C(=O)N1CCCN1CCN(c2cccc(C(F)(F)F)c2)CC1 (stereo not given)	0%	9%	/	9%	/	/	/	-2	/
CCOC(=O)c1cn(-c2nc(-c3ccc(Cl)c(Cl)c3)cs2)c2c(F)c(N3CCOCC3)c(F)cc2c1=O	-5%	-1%	-8	-5%	3.1%	3	1	0	3
CC(=O)N1CCN(C(=O)c2cc(S(=O)(=O)N3CCN(c4ccccc4)CC3)ccc2Cl)CC1	-1%	-2%	-10	0%	-1.3%	49*	-8	-2	-1
COC(=O)c1ccc(OCC2c3cc(OC)c(OC)cc3CCN2C(=O)Cc2ccccc2)cc1 (stereo not given)	-2%	1%	-1	6%	-0.8%	-7	1	-3	1
CC(=O)c1cccc(NC(=O)c2ccccc2N(C)S(=O)(=O)c2ccc(C)cc2)c1	-3%	0%	8	?	-0.1%	0	2	-7	9
COc1ccccc1/C=N\Nc1cc(C)nc(-n2nc(C)cc2C)n1	20%	-2%	6	-9%	3.5%	-19	6	-3	3
O=C(CCNC(=O)c1ccc([N+](=O)[O-])cc1)NC1CCCCCC1	-2%	2%	-12	-23%	1.1%	10	-4	0	0
COc1ccc(C(=O)Nc2nnc(Cc3ccccc3)s2)c(OC)c1	?	0%	14	3%	?	2	1	-1	3
Cc1ccc(OC(=O)c2cc3ccccc3o2)cc1	1%	-1%	-1	1%	0.0%	3	5	-6	5

Source: PubChem BioAssay (National Center for Advancing Translational Sciences (NCATS))
